Source: PubChem
HADH2 inh – qHTS Assay for Inhibitors of HADH2 (Hydroxyacyl-Coenzyme A Dehydrogenase, Type II) | recombinant HADH2, NADH fluorescence, beta-hydroxybutyryl-CoA | 3-hydroxyacyl-CoA dehydrogenase type-2 (Homo sapiens), Q99714 | actives 3.4% (n = 73,000) | Potency, µM (highest dose often 57.1 µM), inactives show at the top dose activity change, negative = inhibition, most hits filed as inhibitors; note: potency is the fitted concentration of half-maximal effect; % is set by controls: 0 for no effect and ±100 for the full control effect; nearly all actives have a fitted effect of over 60% in size; many of its hits are not listed in these tables
Target sequence (Q99714 whole entry, looked up, one chain of several): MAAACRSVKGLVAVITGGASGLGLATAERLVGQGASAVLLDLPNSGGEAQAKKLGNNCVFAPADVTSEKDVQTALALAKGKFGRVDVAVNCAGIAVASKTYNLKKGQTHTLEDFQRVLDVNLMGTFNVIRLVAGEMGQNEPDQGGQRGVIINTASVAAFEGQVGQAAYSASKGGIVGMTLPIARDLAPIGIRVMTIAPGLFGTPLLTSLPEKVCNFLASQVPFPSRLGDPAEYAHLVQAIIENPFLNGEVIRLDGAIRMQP
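Buffer 100 mM Tris-HCl pH 9.0/0.01% Tween-20; HADH2 20 nM; NAD+ 1 mM; beta-hydroxybutyryl-CoA 90 uM (all final). 15 min cpd preincubation, RT.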
DNA Pol III inh – qHTS Assay for Inhibitors of DNA Polymerase III Holoenzyme System; reconstituted DNA polymerase III holoenzyme replication, biochemical; Potency, µM (highest dose often 57.1 µM), inactives show at the highest dose activity change, negative = inhibition; actives 0.25% (n = 71,000); AID 603, 2007; note: potency is the fitted concentration of half-maximal effect; % is set by controls: 0 for no effect and ±100 for the full control effect
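Reconstituted *E. coli* holoenzyme (0.35 nM Pol III, 1 nM beta, 154 nM SSB, 2 nM primase) was preincubated with compound for 15 min at RT. Synthesis on 1.4 nM ssM13Gori ran 35 min, then was stopped with PicoGreen/EDTA and read as dsDNA fluorescence.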
Luciferase inh – qHTS Assay for Inhibitors of Firefly Luciferase | purified firefly luciferase, luminescence, 8 min | actives 2.2% (n = 72,000) | AID 411, 2009 | Potency, µM (series often up to 57.1 µM), for inactives: at the highest dose activity change, negative = inhibition, hits mostly inhibitors | Luciferin 4-monooxygenase (Photinus pyralis), P08659; note: potency is the fitted concentration of half-maximal effect; % is set by controls: 0 for no effect and ±100 for the full control effect; nearly all actives have a fitted effect of over 40% in size
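Firefly luciferase (PKLight detection mix) with 10 uM ATP in pH 7.2 imidazole buffer (KCl, MgCl2, Tween 20, BSA). Compounds tested across a concentration series (qHTS). Luminescence read after 8 min at ambient temperature.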
Texas Red fluor – qHTS Assay for Spectroscopic Profiling in Texas Red Spectral Region | Compound fluorescence, Texas Red channel, 547/618 nm; hits give high values | max dye-equivalent concentration, M | actives 0.06% (n = 59,000); in the data active = max dye-equivalent concentration above about 10 nM; inconclusive = between about 1.1 nM and that limit
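Compound titrations in 100 mM Tris pH 8.0 were incubated 15 min at room temperature and read at 547 nm excitation / 618 nm emission. Texas Red six-point standard curve on each plate converted fluorescence to dye-equivalent concentration.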
HBB splicing – qHTS Assay for Modulators of Hemoglobin Beta Chain Splicing; HBB splicing reporter cell assay, activation; EGFP reporter with mutant IVS2-654 intron; response scale: normalised to 500 nM splice-correcting PNA; Potency, µM (highest dose often 46.1 µM), for the others: top-dose activation, hits mostly activators; actives 0.06% (n = 65,000); AID 925, 2007; note: potency is the fitted concentration of half-maximal effect; 0% is about no effect
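Compounds were applied for 2 days to HeLa EGFP-654 cells, 500/well in Optimem with 2% FCS. The reporter's EGFP is disrupted by mis-splicing of beta-globin intron IVS2-654. Readout: summed well GFP fluorescence from 488 nm laser scanning; reference was 500 nM antisense […] 654 PNA.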
ALOX15 inhib – qHTS Assay for Inhibitors of 15-hLO (15-human lipoxygenase); purified 15hLO-1, xylenol orange hydroperoxide absorbance; Potency, µM (titrated, usually from 57.1 µM), for inactives: top-dose activity change, negative = inhibition, actives largely listed as inhibitors; actives 1.4% (n = 74,000); AID 887, 2007; note: potency is the fitted concentration of half-maximal effect; % is set by controls: 0 for no effect and ±100 for the full control effect; nearly all actives have a fitted effect of over 55% in size
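Compounds were preincubated 15 min at room temperature with 40 nM purified human enzyme (25 mM Hepes pH 7.5, 0.01% Triton X-100); 50 uM arachidonic acid reacted 6 min. Fe-xylenol orange detection, 30 min, absorbance ratio 573/405 nm.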
Rhodamine autofl – qHTS Assay for Spectroscopic Profiling in Rhodamine Spectral Region. Rhodamine-region fluorescence, 547/598 nm, Tris buffer; hits give high values. max dye-equivalent concentration, M. actives 0.05% (n = 59,000). AID 594, 2007; in the data active = max dye-equivalent concentration above about 11 nM; inconclusive = between about 1.1 nM and that limit
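A six-point rhodamine series on each plate calibrates the signal. Compounds sit in 100 mM Tris (pH 8.0) for 15 min at ambient temperature before imaging through 547 nm/598 nm filters.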
Tau filament bind – qHTS Assay for Tau Filament Binding | actives 2% (n = 71,000) | Microtubule-associated protein tau (Homo sapiens), P10636 | Potency, µM (series often up to 57.1 µM), without a hit: at the highest dose activity change, negative = inhibition | recombinant tau filaments, thioflavin S fluorescence, 15 h; filaments grown with octadecylsulfate alongside compound;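 note: potency is the fitted concentration of half-maximal effect; % is set by controls: 0 for no effect and ±100 for the full control effect; actives lower thioflavin S fluorescence by blocking filaments or displacing dye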
Target sequence (P10636 whole entry, looked up): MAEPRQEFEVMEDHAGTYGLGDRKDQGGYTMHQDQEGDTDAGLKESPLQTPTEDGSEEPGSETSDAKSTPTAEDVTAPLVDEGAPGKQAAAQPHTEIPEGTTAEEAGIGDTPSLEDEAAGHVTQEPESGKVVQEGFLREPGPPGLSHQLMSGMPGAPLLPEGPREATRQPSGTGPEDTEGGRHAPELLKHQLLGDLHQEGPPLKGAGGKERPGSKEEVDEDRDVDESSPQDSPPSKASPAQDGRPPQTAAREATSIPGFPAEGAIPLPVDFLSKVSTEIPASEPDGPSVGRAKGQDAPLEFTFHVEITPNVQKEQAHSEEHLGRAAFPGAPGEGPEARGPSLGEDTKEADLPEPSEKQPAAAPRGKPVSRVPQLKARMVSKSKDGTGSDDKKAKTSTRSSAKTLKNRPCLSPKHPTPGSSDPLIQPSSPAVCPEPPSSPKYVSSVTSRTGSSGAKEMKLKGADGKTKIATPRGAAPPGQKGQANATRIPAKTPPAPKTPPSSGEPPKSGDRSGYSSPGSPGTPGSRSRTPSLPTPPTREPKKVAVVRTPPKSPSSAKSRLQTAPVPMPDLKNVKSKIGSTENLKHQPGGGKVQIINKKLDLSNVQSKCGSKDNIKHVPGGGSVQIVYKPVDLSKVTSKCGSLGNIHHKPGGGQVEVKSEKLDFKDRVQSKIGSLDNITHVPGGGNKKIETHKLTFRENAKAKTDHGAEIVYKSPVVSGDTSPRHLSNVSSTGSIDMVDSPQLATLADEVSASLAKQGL
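His-tagged recombinant human tau (exons 2, 3, 10; 1 uM final) fibrillized with 30 uM sodium octadecylsulfate, 15 h at 37 C, in pH 7.4 HEPES buffer with 10 uM thioflavine S and 5 mM DTT. Reduced ThS fluorescence (450/510 nm) marks activity.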
Hsp90 Hop PPI – qHTS Assay for Disrupters of an Hsp90 Co-Chaperone Interaction | AlphaScreen TPR2A-His6 binding biotin-Hsp90 C-terminal peptide | actives 0.44% (n = 71,000) | AID 595, 2007 | Potency, µM (highest dose often 57 µM), inactives show at the highest dose activity change, negative = inhibition; active = well fitted curve in either direction with a large enough effect; inconclusive = small, poorly fitted or top-dose-only effect, or another doubt; note: potency is the fitted concentration of half-maximal effect; % is set by controls: 0 for no effect and ±100 for the full control effect; many of its hits are not listed in these tables
ERK AVP inh – qHTS Assay for Inhibitors of the ERK Signaling Pathway using a Homogeneous Screening Assay | HEK293-V1b, vasopressin-stimulated pERK AlphaScreen | Potency, µM (highest dose often 57.5 µM), for the others: top-dose activity, negative = inhibition, usual class: inhibitors | actives 0.99% (n = 72,000) | AID 995, 2007; note: potency is the fitted concentration of half-maximal effect; % is set by controls: 0 for no effect and ±100 for the full control effect; nearly all actives have a fitted effect of over 55% in size
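HEK293 cells stably expressing V1b receptor, seeded overnight in 1% FBS, were treated with compounds for 30 min at 37C, then stimulated 5 min with 25 nM vasopressin; phospho-ERK read by AlphaScreen SureFire after lysis.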
CRE Fsk mod – Cell signaling CRE-BLA (Fsk stim); CHO CRE-bla reporter (cAMP response element driving beta-lactamase), forskolin EC10, beta-lactamase ratio; AID 662, 2007; Potency, µM (doses to about 38.2 µM), without a hit: at the highest dose activity change, negative = inhibition, hits mostly activators; actives 2.5% (n = 71,000); active = well fitted activation curve with a large enough effect in the signal ratio, with a control signal flat, not every such curve was filed as active; inconclusive = small, poorly fitted or top-dose-only effect, or effect the other way, or a change in a side signal; the % refers to the signal ratio; note: potency is the fitted concentration of half-maximal effect; % of control where 0% means no effect
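CRE-bla CHO cells stimulated with EC10 NKH 477 (water-soluble forskolin) and compound titrations, 3 h at 37C; beta-lactamase read with CCF4 after 2 h at room temperature. Activity from 460/530 nm emission ratio, AC50 values for positive or negative modulation.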
* = called active by the depositor; i = inactive; ? = inconclusive; · = not tested or not shown; [ ] = dose if it differs, or a comment. Unless noted, calls come from the whole dose curve; as a rule, active = well fitted curve in the direction sought with a large enough effect; inconclusive = small, poorly fitted or top-dose-only effect, or another doubt; inactive = no such curve, though single readings can be large; an effect the other way counts as inactive or inconclusive. A portion of the library; count on the stated rates, not on these rows.

SMILES	HADH2 inh	DNA Pol III inh	Luciferase inh	Texas Red fluor	HBB splicing	ALOX15 inhib	Rhodamine autofl	Tau filament bind	Hsp90 Hop PPI	ERK AVP inh	CRE Fsk mod
Cn1nc(-c2ccccc2F)c2cc(C(=O)N3CCN(C(=O)c4ccco4)CC3)sc21	-8.3%	0.7%	-3.1%	i	-0.4%	-2.1%	i	17.1%	-3.5%	7.9%	?
C=CCn1c(SCn2nnc3ccccc3c2=O)nnc1C1CCCCC1	6.8%	-0.5%	1.7%	i	-1.9%	-4.5%	i	-13.9%	0.3%	15.5%	?
Cc1ccc(N(C(=O)c2ccc(S(=O)(=O)N3CCOCC3)cc2)C2C=CS(=O)(=O)C2)cc1 (stereo not given)	7.0%	-2.7%	-1.2%	i	-2.3%	3.3%	i	-0.8%	-1.9%	3.2%	?
N#CCCNCC1(c2ccccc2)CCCC1	19.7%	-3.6%	1.3%	i	·	3.8%	i	0.7%	-2.8%	-2.4%	?
Cc1ccc(C2/C(=C(\O)c3c(C)nc4ccccn34)C(=O)C(=O)N2CCCN(C)C)o1 (stereo not given)	-0.5%	-2.8%	0.8%	i	1.2%[0.369 µM]	-0.4%	i	6.8%	-0.9%	-14.6%	13.7%
COc1ccc(-n2nnnc2SCC(=O)N2C(C)CCCC2C)c(OC)c1 (stereo not given)	3.9%	0.0%	0.1%	i	1.1%	-1.7%	i	-3.4%	-3.1%	-7.2%	11.8%
O=C(NC1CCCCC1)C(c1ccco1)N(Cc1ccco1)C(=O)c1ccco1 (stereo not given)	-1.2%	-2.7%	0.5%	i	0.0%[57.5 µM]	?	i	-10.5%	-6.3%	-24.1%	-3.8%
CC1(C)NC(=O)N(CCCCOc2ccc3c(c2)CCC3)C1=O	-3.2%	4.8%	0.5%	i	2.9%	-5.2%	i	-9.8%	-2.9%	-20.2%	-4.1%
Cc1occc1-c1nnc(SCC(=O)NCc2ccco2)n1CC(C)C	-4.4%	-5.1%	2.2%	i	0.2%[57.5 µM]	-11.7%	i	18.6%	-0.4%	11.8%	-4.1%
CC(=O)Nc1cc2c(cc1C(=O)c1ccc(C)cc1)OCCO2	-2.0%	2.8%	-0.1%	i	-0.6%	5.7%	i	-3.8%	-10.0%	-25.3%	9.1%
O=C(O)COc1cccc2nsnc12	-13.1%	5.4%	3.9%	?	4.5%[57.5 µM]	-12.5%	i	-7.1%	-0.5%	-4.6%	-6.3%
CCCNC(=O)OC[C@@H]1O[C@H](CCO/N=C(\C)CCN2CCc3nc(CC)c(CC)cc3C2)C=C[C@@H]1Oc1ccc(OC)cc1	16.6%[11.4 µM]	·	1.0%[11.4 µM]	·	-1.2%[9.22 µM]	6.6%[11.4 µM]	·	·	·	19.5%[11.5 µM]	·
CCCCOC(=O)c1ccc(OC(=O)c2cccnc2)cc1	4.9%	-4.2%	0.7%	?	-0.1%	0.9%	i	4.4%	2.4%	-7.4%	2.1%
Clc1cccc(NCc2nnc(SCc3ccccc3)o2)c1	-6.5%	-1.6%	3.0%	i	·	-7.8%	i	0.9%	9.6%	6.4%	-1.2%
CCCCCn1c(CNC(=O)CC)nc2ccccc21	4.1%	-7.7%	1.7%	·	0.0%	5.5%	·	-11.9%	-0.5%	·	-8.9%
COc1ccc(C(=O)OCc2cc3cccc(C)c3[nH]c2=O)cc1	6.9%	3.5%	1.7%	i	6.0%[1.84 µM]	4.4%	i	73.6%	-2.8%	3.5%	14.0%
COCC(=O)N1CCC2(CC1)CN(C(=O)Nc1cccc(F)c1)C2	?	-3.7%	-1.3%[11.4 µM]	i	5.8%	0.8%	i	-17.8%	8.2%	-6.2%	-5.7%
Cc1cnc(CNc2ncnc3ccc(-c4ccc5c(c4)OCO5)cc23)cn1	-12.8%	-3.5%	-1.3%[2.29 µM]	i	0.4%	-2.8%	i	-8.9%	-4.5%	?	?
COCC(=O)N1CCC2(CCN(Cc3cc(C(F)(F)F)cc(C(F)(F)F)c3)CC2)CC1	-17.7%	-5.2%	0.5%[11.4 µM]	i	-3.4%	9.5%	i	-14.7%	-0.2%	2.0%	7.4%
Cc1nc2sc(C(c3cccs3)N3CCN(Cc4ccccc4)CC3)c(O)n2n1 (stereo not given)	12.5%	-4.9%	2.7%	·	0.5%	-4.3%	·	79.2%	-3.8%	·	8.5%
N/C(=N\O)C1COc2ccccc2O1 (stereo not given)	-19.6%	-1.8%	-0.8%	i	·	-0.8%	i	1.0%	-2.6%	-4.0%	-5.7%
CC1(C(=O)NCCN2CCOCC2)C=CC2(CCCCC2)N1C(=O)c1ccccc1 (stereo not given)	-4.5%	2.6%	·	·	1.6%	1.7%	·	1.8%	-4.7%	12.0%	3.2%
O=C(CSc1ccc2nnc(-c3cccnc3)n2n1)N1CCOCC1	?	-5.2%	0.4%	·	0.0%	5.6%	·	-0.5%	-17.3%	·	1.5%
O=C(COc1ccccc1Cl)Nn1cnnc1	-3.5%	-16.6%	1.8%	·	1.1%	-0.9%	·	6.3%	-2.6%	-7.6%	-2.3%
CCCCNC(=O)CN(C1CCCCC1)S(C)(=O)=O	-3.7%	0.0%	0.4%	i	-0.1%	-0.1%	i	-0.9%	-11.6%	-9.4%	?

The final 2 compounds of the section above come first, to join the parts:
SMILES	HADH2 inh	DNA Pol III inh	Luciferase inh	Texas Red fluor	HBB splicing	ALOX15 inhib	Rhodamine autofl	Tau filament bind	Hsp90 Hop PPI	ERK AVP inh	CRE Fsk mod
O=C(COc1ccccc1Cl)Nn1cnnc1	-3.5%	-16.6%	1.8%	·	1.1%	-0.9%	·	6.3%	-2.6%	-7.6%	-2.3%
CCCCNC(=O)CN(C1CCCCC1)S(C)(=O)=O	-3.7%	0.0%	0.4%	i	-0.1%	-0.1%	i	-0.9%	-11.6%	-9.4%	?
Cc1cc(NC(=O)c2cc(C3CC3)on2)n(-c2ccccc2)n1	-9.2%	0.1%	1.0%	·	-0.3%	-1.4%	·	-23.4%	-1.8%	-10.8%	-0.7%
CN(C(=O)c1cccs1)c1ccccc1C(=O)O	?	-3.8%[11.4 µM]	-2.3%	·	-0.4%[0.0738 µM]	10.0%[11.4 µM]	·	6.0%[11.4 µM]	-2.7%[11 µM]	6.6%	-7.9%[7.6 µM]
CCCc1cc(C(=O)NCc2ccc(OC)cc2)no1	6.7%	6.4%	-14.0%	·	-0.2%	-4.6%	·	-6.5%	5.1%	8.5%	-1.5%
Cn1c(=O)c2c(-c3ccc(C(C)(C)C)cc3)n(N3CCOCC3)cc2n(C)c1=O	-4.8%	4.7%	1.7%	i	-1.4%	-7.0%	i	-8.8%	-1.1%	4.0%	?
O=C(Nc1ccc(N2C(=O)C3C4C=CC(C4)C3C2=O)cc1)Nc1nncs1 (stereo not given)	-0.3%	-2.8%	-16.3%	·	-0.7%	-2.0%	·	-6.8%	-1.2%[2.3 µM]	-0.1%	7.3%
CCc1ccccc1N1CC(C(=O)O)CC1=O (stereo not given)	9.3%	-0.6%	0.8%	i	-0.8%	0.8%	i	-15.3%	8.4%	1.1%	2µM*
O=C(NCCc1ccccc1)C1CCCN(S(=O)(=O)c2cccs2)C1 (stereo not given)	3.6%	-2.2%	4.0%	·	0.4%	-6.8%	·	-2.4%	-2.1%[2.3 µM]	-8.8%	-4.6%
Nc1ccc2oc(-c3cccc4ccccc34)nc2c1	12.2%	?	-10.8%	i	-0.3%[57.5 µM]	-1.9%	i	-22.7%	25.8%	32.1%[activator]	?
COc1cccc2[nH]c3c(N4CCN(Cc5ccc6c(c5)OCO6)CC4)ncnc3c12	25.1µM*	-14.4%	-2.3%	i	1.9%[0.369 µM]	-6.1%	i	181.8%	-16.2%	?	19.4%
O=C(NCc1nnc(SCC(=O)N2CCCC2)o1)c1ccccc1F	-5.8%	2.7%	1.9%	i	-0.2%	3.2%	i	-12.4%	-2.7%	-11.6%	-6.0%
